TbPYK inhibitor = inhibitors of Trypanosoma brucei pyruvate kinase. Q57TT1. TbPYK enzyme, Kinase-Glo Plus ATP luminescence, 45 min. Potency, µM (highest dose often 76.8 µM), for inactives: at the highest dose activity, negative = inhibition, usual class: inhibitors. 410,000 tested, 0.12% active. AID 624173; also: potency is read from the fitted curve at half-maximal effect; nearly all actives have a fitted effect of over 50% in size
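Luminescent Kinase-Glo Plus end-point after 45 min room-temperature reaction of T. brucei pyruvate kinase started with 130 uM ADP (final). Buffer TEA 50 mM pH 7.2 with KCl, MgCl2, BSA, Tween-20; titration-based qHTS with fitted concentration-effect curves.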
AMA1-RON2 inh = AMA1-RON2 (P. falciparum) interaction inhibition. 360,000 tested, 0.2% active. AlphaScreen AMA1-biotinylated RON2 peptide binding. Potency, µM (doses to about 58.2 µM), without a hit: top-dose activity change, negative = inhibition, most hits filed as inhibitors;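 also: potency is read from the fitted curve at half-maximal effect; 0% = vehicle wells and -100% = peptide control; nearly all actives have a fitted effect of over 45% in size; some results filed as inactive show a strong effect at the top dose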
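AMA1 (3D7) with his tag at 25 nM final met compounds first, then biotinylated RON2 peptide at 25 nM; detection used donor plus acceptor beads, 10 µg/mL apiece, read by AlphaScreen after 30 min at room temperature.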
AmpC no deterg = blocks E. coli AmpC beta-lactamase in detergent-free assay; Potency, µM (titrated, usually from 57.1 µM), for the others: at the highest dose activity change, negative = inhibition, usual class: inhibitors; AmpC nitrocefin hydrolysis, absorbance 480 nm, 0.0001% Triton; P00811; 330,000 tested, 0.52% active;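 also: potency is read from the fitted curve at half-maximal effect; plate controls were no compound for no effect and no enzyme for full effect; nearly all actives have a fitted effect of over 20% in size; some results filed as inactive show a strong effect at the top dose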
Target sequence (P00811 whole entry, looked up): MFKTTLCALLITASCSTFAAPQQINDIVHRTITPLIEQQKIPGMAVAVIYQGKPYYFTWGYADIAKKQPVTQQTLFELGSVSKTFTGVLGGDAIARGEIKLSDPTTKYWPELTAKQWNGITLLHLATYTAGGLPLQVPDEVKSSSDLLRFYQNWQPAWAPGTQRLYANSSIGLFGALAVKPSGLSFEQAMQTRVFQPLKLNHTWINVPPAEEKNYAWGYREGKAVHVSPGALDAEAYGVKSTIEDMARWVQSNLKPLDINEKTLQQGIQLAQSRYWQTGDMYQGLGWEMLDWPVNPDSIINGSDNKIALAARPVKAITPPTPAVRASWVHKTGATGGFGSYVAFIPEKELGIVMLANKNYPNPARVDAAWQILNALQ
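AmpC (5.3 nM in the dispensed reagent) in 20 mM phosphate pH 7.0 with 0.01% (detergent screen) or 0.0001% Triton X-100 was preincubated with compounds for 15 min at room temperature. Nitrocefin was then added from an 800 uM solution, and hydrolysis was followed at 480 nm.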
LmPK inh = LmPK (Leishmania mexicana) enzyme inhibition; Q27686; purified LmPK, Kinase-Glo ATP luminescence, 1 h; Potency, µM (top dose mostly 57.5 µM), for the others: at the highest dose activity change, negative = inhibition, usual class: inhibitors; 290,000 tested, 0.37% active; AID 1721; also: potency is read from the fitted curve at half-maximal effect
Target sequence (Q27686 whole entry, looked up): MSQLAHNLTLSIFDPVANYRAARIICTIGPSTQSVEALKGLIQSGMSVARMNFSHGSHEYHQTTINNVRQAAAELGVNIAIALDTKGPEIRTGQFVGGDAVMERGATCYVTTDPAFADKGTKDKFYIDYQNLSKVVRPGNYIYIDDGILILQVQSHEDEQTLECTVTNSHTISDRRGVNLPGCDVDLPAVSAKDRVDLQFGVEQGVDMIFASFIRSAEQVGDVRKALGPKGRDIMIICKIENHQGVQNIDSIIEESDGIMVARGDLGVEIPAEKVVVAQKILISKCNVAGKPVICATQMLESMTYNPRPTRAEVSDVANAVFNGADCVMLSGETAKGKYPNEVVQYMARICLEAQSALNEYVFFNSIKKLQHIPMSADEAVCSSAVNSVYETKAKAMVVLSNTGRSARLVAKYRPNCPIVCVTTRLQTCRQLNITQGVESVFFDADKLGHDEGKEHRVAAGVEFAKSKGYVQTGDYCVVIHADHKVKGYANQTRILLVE
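In 50 mM imidazole pH 7.2 with 7 mM MgCl2, LmPK (0.1 nM) turned over PEP (0.5 mM) and ADP (0.1 mM) for 1 h at room temperature. Luciferase read-out of ATP.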
Sm TGR block = blocks Schistosoma mansoni thioredoxin glutathione reductase. Q962Y6. purified TGR, DTNB reduction, TNB absorbance 405 nm. Potency, µM (series often up to 114 µM), inactives show top-dose activity change, negative = inhibition, actives largely listed as inhibitors. 360,000 tested, 3% active; also: potency is read from the fitted curve at half-maximal effect; nearly all actives have a fitted effect of over 60% in size
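Kinetic colorimetric format: TGR-catalysed, NADPH-driven DTNB reduction monitored via TNB absorbance. Enzyme dispensed at 20 nM; compound exposure 15 min at room temperature before reaction start.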
AmpC detergent = inhibitors of E. coli AmpC beta-lactamase with detergent. AmpC hydrolysis of nitrocefin, absorbance 480 nm, 0.01% Triton. Potency, µM (doses to about 114 µM), inactives show at the top dose activity change, negative = inhibition, actives largely listed as inhibitors. 370,000 tested, 0.041% active;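 also: potency is read from the fitted curve at half-maximal effect; 0% = no-compound wells and -100% = no-enzyme wells; nearly all actives have a fitted effect of over 25% in size; some results filed as inactive show a strong effect at the top dose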
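20 mM phosphate pH 7.0 + 0.01% (detergent screen) or 0.0001% Triton X-100; 5.3 nM AmpC reagent; cpd preinc 15 min RT; nitrocefin (800 uM stock) to start; A480 q20 s × 4 min; Activity was normalised to no-enzyme and no-compound control wells.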
HCMV antiviral = blocks human cytomegalovirus replication. HFF cells, HCMV-luciferase reporter, 72 h; hits give low values. activity change, negative = inhibition, % at 57.5 µM. 410,000 tested, 4.5% active; in the data active = activity change below about -60%; inconclusive = no clear call, values can overlap the other calls; inactive = above about -39%
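Two-dose cell screen: HFF monolayers treated with compounds and infected with luciferase-expressing HCMV at 1 PFU/cell, 72 h at 37C, then lysed for luciferase measurement.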
An asterisk follows results filed as active; ? = inconclusive; nt = no result given; & = joins results of further samples; [ ] = remark or other dose. Unless noted, calls follow the shape of the dose curve; as a rule, active = well fitted curve in the direction sought with a large enough effect; inconclusive = small, poorly fitted or top-dose-only effect, or another doubt; inactive = no such curve, though single readings can be large; an effect the other way counts as inactive or inconclusive. Unless noted, % is scaled to controls: 0 for no effect and ±100 for the full control effect. Outcome played no part in choosing rows; overall some 7.4% were active at least once.

SMILES	TbPYK inhibitor	AMA1-RON2 inh	AmpC no deterg	LmPK inh	Sm TGR block	AmpC detergent	HCMV antiviral
COc1ccc(C(=O)Nc2ccc(O)cc2C(=O)O)cc1	5%	-25%	-1%[2.29 µM]	-5%	-1%	?	54
O=C(Nc1ccncc1)C1CCN(S(=O)(=O)c2ccc(Cl)c(C(F)(F)F)c2)CC1	0%	-4%	5%	nt	-4%	2%	-27
CC[C@]12C(=O)N(C)C[C@H]([C@@H]3C(=O)N(C)C(=O)[C@@H]31)N2C(=O)c1ccc(Br)cc1	1%	7%	nt	nt	nt	nt	-20
Cc1cc(=O)[nH]c2[nH][nH]c(=O)c12	-7%	-23%	nt	nt	nt	nt	15
CC1CCN(C(=O)c2ccc3c(c2)NC(=O)CN3)CC1	-1%	-8%	-12%	-1%	0%	4%	-13
COC(=O)C1=NN(C(=O)c2ccc(Br)cc2)C(O)(C(C)(C)C)C1 (stereo not given)	-2%	27%	-12%	-3%	1%	-13%	47
Cc1nn(C)cc1/C=C1\CCC/C(=C\c2cn(C)nc2C)C1=O	3%	-2%	86%[activator]	-4%	-1%	-15%	-23
Nc1nc(SCC(=O)Nc2ncc(Cl)cc2Cl)n[nH]1	-2%	-20%	-10%	nt	5%	1%	-6
Cc1ccnc(NS(=O)(=O)c2ccc(NC(=O)c3oc4ccccc4c3C)cc2)n1	-11%	8%	-47%	1%	-2%	?	47
COc1cc2c(cc1OC)C(=O)N1[C@H]3c4ccccc4OC[C@@H]3[C@H](c3ccccc3)[C@]1(C)C(=O)N2	3%	-22%	174%[activator]	nt	-3%	?	-28
Cc1cccc(NC(=O)C(C)OC(=O)c2ccccc2NS(=O)(=O)c2cc(C)c(C)c([N+](=O)[O-])c2)c1 (stereo not given)	-2%	-4%	-41%	-1%	-12%	?	-5
O=C1C2C3CCC(O3)C2C(=O)N1c1cccc(O)c1 (stereo not given)	4%	9%	1%	4%	-2%	-6%	-23

A second format for some results above:
COc1ccc(C(=O)Nc2ccc(O)cc2C(=O)O)cc1
  TbPYK inhibitor = 5% | AMA1-RON2 inh = -25% | AmpC no deterg = -1%[2.29 µM] | LmPK inh = -5% | Sm TGR block = -1% | AmpC detergent = ? | HCMV antiviral = 54

O=C(Nc1ccncc1)C1CCN(S(=O)(=O)c2ccc(Cl)c(C(F)(F)F)c2)CC1
  TbPYK inhibitor = 0% | AMA1-RON2 inh = -4% | AmpC no deterg = 5% | LmPK inh = nt | Sm TGR block = -4% | AmpC detergent = 2% | HCMV antiviral = -27

Continuation:
SMILES	TbPYK inhibitor	AMA1-RON2 inh	AmpC no deterg	LmPK inh	Sm TGR block	AmpC detergent	HCMV antiviral
Cc1ccc(C)c(NC(=O)CN2C(=O)NC(CCc3ccccc3)C2=O)c1 (stereo not given)	-8%	-13%	-5%	nt	nt	nt	30
CCS(=O)(=O)N1CCC(C(=O)N2CCN(Cc3ccccc3)CC2)CC1	1%	-6%	-3%[2.29 µM]	0%	-18%	?	?
Oc1c(C=Nc2cccc3nsnc23)ccc2ccccc12	-19%	7%	-16%	-23%	7.9µM*	-8%	-10
O=C(N/C=N/OCc1ccc(Cl)cc1Cl)NOCc1c(Cl)cccc1Cl	-2%	-7%	nt	-1%	0%	-6%	-32
CCOC(=O)CSC1=C(C#N)C(c2ccccc2OCC)C(C#N)C(=O)N1 (stereo not given)	0%	11%	-5%	0%	4%	-1%	?
COc1ccc(NC(=O)CCc2nc3ccccc3c(=O)[nH]2)cc1S(=O)(=O)N1CCCCC1	1%	-1%	-31%	nt	nt	nt	-14
O=C(O)CCCN1C(=O)/C(=C/C=C/c2ccco2)SC1=S	-26%	-10%	-33%	-13%	1.8µM*	-4%	?
COc1ccc(CC(=O)OCC(=O)NC2CCCC(C)C2C)cc1 (stereo not given)	-1%	-5%	16%	nt	nt	nt	7
O=C1C(Cc2ccc(O)cc2)NC(=S)N1Cc1ccccc1 (stereo not given)	4%	35%[activator]	-26%	10%	0%	-3%	-23
CC1=C(C(N)=O)C(c2ccccc2)n2nc(-c3cccc(C)c3)nc2N1 (stereo not given)	3%	9%	-5%	4%	8%	-11%	66
Cc1ccc(C2C(C(=O)O)c3ccccc3C(=O)N2C)c(C)c1 (stereo not given)	1%	6%	-5%	2%	0%	?	-22
CCSc1nc(=O)n(-c2ccccc2)c(C)c1C(C)=S	3%	-20%	-12%	4%	-7%	-13%	16
Cc1ccc(-n2nc(C(=O)NCc3ccco3)c3c4ccccc4n(C)c3c2=O)cc1	-4%	16%	-8%	2%	-11%	-1%	-16
CCCCNC(=O)CCn1c(=O)c2ccccc2n(Cc2cc(C)ccc2C)c1=O	3%&2%	19%	-7%	-1%	10%&4%	12%&-12%	2&-8
CSc1nnc(Cn2c(=O)sc3ccccc32)n1-c1ccccc1	-6%	-5%	14%	8%	3%	-6%	-15
CN(CC(=O)Nc1ccc(F)cc1)c1ccc(S(=O)(=O)N2CCCC2)cn1	-4%	-24%	-31%	-2%	7%	-2%	56
CC(C)(C)C1CCC(OCC(O)CN2CCCC2)CC1 (stereo not given)	-5%	-4%	49%	-2%	nt	-12%	-24
CCCN1CCN(C(=O)c2nn(-c3ccc(OC)cc3)c(=O)c3c2c2ccccc2n3C)CC1	4%	6%	-19%	3%	-1%	-9%	5
CSc1nc(N)nc2c1ncn2CC(=O)NCc1ccc2c(c1)OCO2	-1%	5%	-8%	nt	nt	nt	-21
CCN(C(=S)Nc1ccc(C(C)=O)cc1)C1CCCCC1	3%	39%[activator]	-15%	7%	-26%	9%	23
CCOC(=O)CC(NC(=O)c1ccc(C)cc1)c1ccc(C)cc1 (stereo not given)	2%	-2%	-9%	-1%	11%	-4%	21
Cc1c(C(=O)O)sc(S(=O)(=O)N2CCN(C(=O)Cc3ccccc3Cl)CC2)c1C(=O)O	1%	0%	-9%	nt	6%	6%	19
Cc1cc(-c2n[nH]c(=S)n2Cc2ccco2)n(C)n1	-22%	12%	2%	-10%	-2%	?	17
COc1cc2c(cc1OC)-c1cc(N3CCCc4ccccc43)nc(=O)n1CC2	-4%	-4%	104%[activator]	1%	-21%	3%	-15

Shown field by field: 2 of the compounds above
CSc1nc(N)nc2c1ncn2CC(=O)NCc1ccc2c(c1)OCO2
  TbPYK inhibitor: -1%	AMA1-RON2 inh: 5%	AmpC no deterg: -8%	LmPK inh: nt	Sm TGR block: nt	AmpC detergent: nt	HCMV antiviral: -21

CCN(C(=S)Nc1ccc(C(C)=O)cc1)C1CCCCC1
  TbPYK inhibitor: 3%	AMA1-RON2 inh: 39%[activator]	AmpC no deterg: -15%	LmPK inh: 7%	Sm TGR block: -26%	AmpC detergent: 9%	HCMV antiviral: 23

Carrying on:
SMILES	TbPYK inhibitor	AMA1-RON2 inh	AmpC no deterg	LmPK inh	Sm TGR block	AmpC detergent	HCMV antiviral
Cc1ccc(S(=O)(=O)NC(=O)Nc2ccccc2F)cc1	1%	28%	-10%	-1%	0%	?	79
O=C(Nc1ccccc1)N1CCC(C(=O)N2CCCC(C(F)(F)F)C2)CC1 (stereo not given)	0%	-16%	-7%	-3%	-1%	?	-6
CC(C)Cn1c(=O)c2ccccc2n2c(CCC(=O)N3CCN(c4cccc(Cl)c4)CC3)nnc12	-8%	nt	nt	nt	7%	22%	?
O=C1NC(c2ccccc2)=C(c2nc3ccccc3s2)C(c2ccccc2)N1 (stereo not given)	1%	-30%	-3%	-1%	?	?	49
CC(C)c1nc2n[nH]c(N)c2c2c1CSC(C)(C)C2	-1%	-3%	-13%	6%	8%	1%	-23
Cc1ccc(-n2c(=O)c3cccnc3n2CC(=O)Nc2ccc(Br)cc2)cc1C	1%	nt	nt	nt	0%	0%	18
COc1ccc(S(=O)(=O)N(C)CC(=O)NCCC2=CCCCC2)cc1C	-5%	4%	64%[activator]	3%	-4%	?	-12
Cc1c(NS(=O)(=O)c2ccc(Cl)c(C(=O)OCC(=O)NCc3ccco3)c2)c(=O)n(-c2ccccc2)n1C	-15%	14%	4%	0%	-31%	-22%	14
COc1ccc(C(OCC(O)CNCCc2ccc(S(N)(=O)=O)cc2)c2ccc(OC)cc2)cc1 (stereo not given)	-2%	1%	40%	3%	-2%	-5%	-34
COc1cc(OC)c(C(=O)OCC(=O)NCCC2=CCCCC2)cc1OC	0%	7%	36%	nt	0%	0%	-22
COc1ccc(OC)c(NC(=O)CSC2=Nc3ccccc3C3=NC(CCC(=O)NC4CCCCC4)C(=O)N23)c1 (stereo not given)	4%	nt	nt	nt	6%	8%	14
CC(=O)Nc1ccc(S(=O)(=O)N(C)CC(=O)Nc2ccccc2N2CCOCC2)cc1	-1%	-7%	-29%	2%	28%	1%	0
O=C(Cn1cc(C(F)(F)F)cc(Cl)c1=O)NCCc1ccccc1	-10%	20%	-10%	-7%	-5%	-17%	21
Cc1cccc(C(=O)NC2CCN(CC(=O)Nc3cccc(Cl)c3)CC2)c1	5%	-2%	nt	nt	nt	nt	-14
CCCCN(CC(=O)Nc1c(C)cccc1CC)C(=O)SCC	4%	7%	-6%	2%	41%[activator]	-6%	nt
CNC(=O)N1c2ccccc2C=Cc2ccccc21	-4%	0%	-9%	0%	8%	?	-18
CN(C)c1ccc(P(=O)(Nc2cccc(C(F)(F)F)c2)N2CCOCC2)c(NC(=O)c2cccs2)c1 (stereo not given)	1%	-8%	2%	-2%	-5%	-12%	-10
C[C@H](CO)N1C[C@H](C)[C@@H](CN(C)C(=O)c2ccc(F)cc2)Oc2cc(Br)ccc2S1(=O)=O	-12%	11%	nt	nt	nt	nt	-31

2 entries from above, with each value named:
CCCCN(CC(=O)Nc1c(C)cccc1CC)C(=O)SCC
  TbPYK inhibitor: 4%
  AMA1-RON2 inh: 7%
  AmpC no deterg: -6%
  LmPK inh: 2%
  Sm TGR block: 41%[activator]
  AmpC detergent: -6%
  HCMV antiviral: nt
CNC(=O)N1c2ccccc2C=Cc2ccccc21
  TbPYK inhibitor: -4%
  AMA1-RON2 inh: 0%
  AmpC no deterg: -9%
  LmPK inh: 0%
  Sm TGR block: 8%
  AmpC detergent: ?
  HCMV antiviral: -18
